ARNT-TACC3 inh = disruptors of ARNT/TACC3 protein interaction, primary screen, biochemical, AlphaScreen, single concentration. inhibition, % at 9.99 µM. AlphaScreen His-ARNT PAS-B/GST-TACC3 binding, luminescence; TACC3 fragment carries E629A point mutation. Transforming acidic coiled-coil-containing protein 3 (Homo sapiens), Q9Y6A5. 0.66% of 390,000 active;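 active = mean inhibition of replicates at least 50% and at least half of replicates each reaching 50%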;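 note: 0% = complete ARNT plus TACC3 wells and 100% = ARNT alone without TACC3; many hits fall short of the cut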
INS-1E GSIS act = GLuc luminescence reporter in INS-1E cells, primary screen for activators of glucose-dependent secretion of insulin. INS-1E GLuc reporter insulin secretion, 2-3 h. activation, % at 16.6 µM. 0.61% of 370,000 active;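 active = lowest replicate activation of at least 40%, so every replicate reaches that level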;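 note: 0% = median of neutral control wells and 100% = median of IBMX positive control wells; some compounds called inactive have numbers as strong as hits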
An asterisk follows results filed as active.

1	CCN(CC)CC(C(=O)N(CC)CC)P(=O)(c1ccccc1)c1ccccc1 (stereo not drawn)
2	CCCc1c(C)c2ccc(OCC(C)=O)cc2oc1=O
3	Cc1cc(=O)[nH]c(Nc2ccc(C(=O)OC(C)C)cc2)n1
4	Cc1ccc(-c2csc(N/N=C/c3ccco3)n2)cc1
5	O=c1c2ccccc2nnn1CSc1nc2ccccc2[nH]1
6	Cc1ccc(NS(=O)(=O)c2cc(C(=O)NCc3ccccn3)ccc2Cl)cc1C
7	Cc1nnc(N(C)C(=O)Cc2ccc3c(c2)OCO3)s1
8	COc1cc(S(=O)(=O)NC2CCCC2)c(OC)cc1Cl

Screen / compound no.	1	2	3	4	5	6	7	8
ARNT-TACC3 inh	-4	1	-3	3	-6	24	2	-4
INS-1E GSIS act	-4	51*	-5	6	10	-18	29	4

9	CCOc1cc(C)c(S(=O)(=O)Nc2ccc(F)cc2)cc1C
10	CCOC(=O)c1c(C)[nH]c(C(=O)OCC(=O)Nc2ccc(OCC)cc2)c1C
11	O=C(Nc1ccc2c(c1)C(=O)N(CC1CCCO1)C2=O)c1ccccc1Br (stereo not drawn)
12	CCOC(=O)N1CCN(C(=O)c2ccc(C)c(S(=O)(=O)Nc3ccccc3)c2)CC1
13	COCc1cc(C)c2c(N)c(C#N)sc2n1
14	Cc1ccc(Sc2c(C)nn(C(=O)C3CC3)c2C)cc1
15	Cc1c(Cl)cccc1N=Cc1ccc([N+](=O)[O-])s1
16	COc1cc(-c2nc(Cc3c(F)cccc3Cl)no2)cc(OC)c1OC

Screen / compound no.	9	10	11	12	13	14	15	16
ARNT-TACC3 inh	1	-1	-4	-3	-4	-7	12	0
INS-1E GSIS act	-16	13	9	-11	12	30	-13	18

17	C/[N+]([O-])=C1\Cc2ccccc2C1=O
18	COc1ccc(C2=NCCn3cccc32)c(OC)c1
19	O=C1NC2(CCc3ccccc3C2)C(=O)N1CCOc1cccc(Cl)c1 (stereo not drawn)
20	Cc1ccc(CCN2CC(C(=O)O)CC2=O)cc1 (stereo not drawn)
21	COc1ccc(NC(=S)NNC(=O)OC(C)(C)C)cc1OC
22	CCOc1ccc(C(=O)NCC(=O)OCc2c(F)cccc2Cl)cc1
23	Clc1ccc(-c2cn3c(n2)-c2ccccc2C3)cc1Cl
24	CCOc1ccc(OCC)c(NC(=O)CN(C)S(=O)(=O)c2ccc3nc(C)sc3c2)c1

Screen / compound no.	17	18	19	20	21	22	23	24
ARNT-TACC3 inh	6	2	0	-19	-2	-10	-16	0
INS-1E GSIS act	13	7	-11	9	0	-21	10	-24

Records above printed as active in INS-1E GSIS act.
2	CCCc1c(C)c2ccc(OCC(C)=O)cc2oc1=O

Screen / compound no.	2
ARNT-TACC3 inh	1
INS-1E GSIS act	51*

(cont.)
25	Cc1nn2c3c(cnc2c1-c1ccccc1)C(=O)CC(c1ccccc1)C3 (stereo not drawn)
26	CCOc1ccc2[nH]c(=O)c(CN(Cc3nnnn3Cc3ccco3)C3CCCCC3)cc2c1
27	CCC(C(=O)NCc1ccco1)N(C(=O)CNS(=O)(=O)c1ccccc1)c1ccc(OC)cc1 (stereo not drawn)
28	COc1ccc(-n2c(N)c(C(=O)NCC3CCCO3)sc2=S)cc1 (stereo not drawn)
29	Cc1c(C(=O)NCc2cccs2)oc2ccccc12
30	COc1cc(C(=O)NCCC(=O)NCCN2CCCCCC2)cc(OC)c1OC
31	Clc1ccc(Cn2ncc3c(N4CCCCC4)ncnc32)c(Cl)c1
32	O=C(NCc1ccccn1)c1c(Cl)cccc1Cl

Screen / compound no.	25	26	27	28	29	30	31	32
ARNT-TACC3 inh	3	15	-5	18	-2	-1	-3	-2
INS-1E GSIS act	-25	-20	7	5	7	23	-18	19

Exported with tabs: six of the compounds above.
No.	Structure	ARNT-TACC3 inh	INS-1E GSIS act
27	CCC(C(=O)NCc1ccco1)N(C(=O)CNS(=O)(=O)c1ccccc1)c1ccc(OC)cc1 (stereo not drawn)	-5	7
28	COc1ccc(-n2c(N)c(C(=O)NCC3CCCO3)sc2=S)cc1 (stereo not drawn)	18	5
29	Cc1c(C(=O)NCc2cccs2)oc2ccccc12	-2	7
30	COc1cc(C(=O)NCCC(=O)NCCN2CCCCCC2)cc(OC)c1OC	-1	23
31	Clc1ccc(Cn2ncc3c(N4CCCCC4)ncnc32)c(Cl)c1	-3	-18
32	O=C(NCc1ccccn1)c1c(Cl)cccc1Cl	-2	19

Additional results follow:
33	COc1ccc2nc(NC(=O)CCN3C(=O)c4ccccc4C3=O)sc2c1
34	Cc1ccc(CC(NC(=O)c2ccccc2)C(=O)NC(C)C(=O)O)cc1 (stereo not drawn)
35	COC(=O)c1cccc(Nc2cc(C)nc(-c3ccccc3O)n2)c1
36	CCOC(=O)c1c(C)oc2ccc(OCc3cc(C(=O)OC)oc3C)cc12
37	CCCOc1ccc(C2C(=O)N(C3CCCCC3)CC(=O)N2CCCOCC)cc1OC (stereo not drawn)
38	O=C(NC1CCCC1)C1CCC(=O)N1CCc1ccccc1 (stereo not drawn)
39	COc1ccccc1-c1nnc2sc(COc3ccc(Cl)cc3)nn12
40	COc1ccc(Cl)cc1NS(=O)(=O)c1ccc(S(=O)(=O)N2CCCC2)cc1

Screen / compound no.	33	34	35	36	37	38	39	40
ARNT-TACC3 inh	40	-18	-4	1	-2	-10	-3	-5
INS-1E GSIS act	9	15	-26	-11	-3	-5	-22	9

41	Nc1ccc2c(c1)COc1ccccc1O2
42	COc1cccc(NC(=O)c2cccs2)c1
43	COc1cccc(CC(=O)Nc2ccccc2C(=O)N2CCOCC2)c1
44	CC1COC2C(O1)N(S(C)(=O)=O)CCN2S(C)(=O)=O (stereo not drawn)
45	COc1ccccc1C(=O)NC(C)C(c1cccs1)N1CCN(C)CC1 (stereo not drawn)
46	CC1CC(C)CN(CC(=O)N2c3ccccc3CCc3ccccc32)C1 (stereo not drawn)
47	O=C(Nc1nc(-c2ccccc2)cs1)c1ccc(Br)o1
48	O=c1ccc2cc(S(=O)(=O)N3CCN(c4cc(Cl)ccc4Cl)CC3)ccc2o1

Screen / compound no.	41	42	43	44	45	46	47	48
ARNT-TACC3 inh	-3	-8	20	-1	-10	5	5	-2
INS-1E GSIS act	-4	16	7	-6	8	2	-14	-14

49	O=C1CSC(c2cccnc2)N1C1CCCCC1 (stereo not drawn)
50	CC(=C1C2C=CC1C1C(=O)NC(=O)C21)c1ccccc1 (stereo not drawn)
51	Cc1cc(C)cc(OCC(=O)N2CCCCCC2)c1
52	N#Cc1cc(C#N)c(N2CCN(c3cccc(Cl)n3)CC2)nc1N
53	Cc1cccc(CCNC(=O)CCc2nc(-c3ccccc3F)no2)c1
54	COc1cc(C(=O)N(Cc2cccnc2)Cc2cc3cc4c(cc3[nH]c2=O)OCCO4)cc(OC)c1OC
55	COC(=O)c1sc(NC(=O)CCCn2nc([N+](=O)[O-])cc2C)c(C(=O)OC)c1C
56	O=C(COC(=O)CNC(=O)c1ccc(Cl)cc1)Nc1ccc2c(c1)OCCO2

Screen / compound no.	49	50	51	52	53	54	55	56
ARNT-TACC3 inh	1	-1	-3	-8	-6	3	-7	-6
INS-1E GSIS act	13	2	-11	-22	-23	11	-19	-14

57	COc1cccc(CNC(=O)C2CCN(C(=O)N(C)C)CC2)c1
58	Cc1ccc(-c2cn3cccnc3n2)cc1NC(=O)c1ccc(Br)o1
59	Cc1cc(C(F)F)n2nc(C(=O)Nc3cccnc3Cl)nc2n1
60	COc1ccccc1NC(=O)CN1CCN(CC(=O)Nc2ccc(Cl)c(C(F)(F)F)c2)CC1
61	Cn1cccc1CNCc1ccccc1Cl
62	N#C/C(=C\c1ccc(F)cc1)c1n[nH]c(Cn2cncn2)n1
63	CCC(=O)Nc1cccc(NC(=O)c2ccc(C)c([N+](=O)[O-])c2)c1
64	Cc1nc(CS(=O)(=O)c2ccccc2)cc(Sc2ccc(Cl)cc2)n1

Screen / compound no.	57	58	59	60	61	62	63	64
ARNT-TACC3 inh	1	-6	-2	-4	2	7	-5	-1
INS-1E GSIS act	2	30	-12	-21	2	8	10	-7

65	CC(C)CNC(=O)C(=O)N/N=C/c1cccs1
66	O=C1c2ccccc2C(=O)N1CCc1nc(-c2ccccn2)no1
67	O=C1OCCC1Sc1ncnc2sccc12 (stereo not drawn)
68	O=[N+]([O-])c1ccccc1/C=N/Nc1nccnc1Cl
69	O=C(Nc1ccccn1)c1onc2c1CCCC2
70	CCOC(=O)C1CCN(C(=O)c2ccc3c(c2)OCO3)CC1
71	CC(=O)c1ccc(OCC(=O)NC2CCS(=O)(=O)C2)cc1 (stereo not drawn)
72	O=S(=O)(NCc1cccs1)c1cccc2cccnc12

Screen / compound no.	65	66	67	68	69	70	71	72
ARNT-TACC3 inh	27	4	-3	-5	-9	-1	-4	-14
INS-1E GSIS act	1	20	0	-6	12	-5	19	34

73	CC1CN(C(=O)c2ccc(COCC(F)(F)F)o2)CC(C)O1 (stereo not drawn)
74	O=C(N/N=C/c1cc(Br)ccc1O)C(=O)Nc1ccccc1OC(F)(F)C(F)F
75	CCOC(=O)CNC(=O)c1cn(CC(C)C)c(=O)c2cc(OC)c(OC)cc12
76	O=C(COc1ccc(S(=O)(=O)NCc2ccccc2)cc1Cl)N1CCOCC1
77	Cc1cccc(N(CC(=O)NCc2ccco2)C(=O)CCC(=O)Nc2ccccn2)c1
78	C=CCn1c(SCc2cc(C(=O)OC)c(C)o2)nnc1-c1ccncc1
79	CCN(CC)c1nc(Nc2ccccc2)nc(Oc2ccc(=O)[nH]n2)n1
80	COc1ccccc1C(=O)Nc1ccccc1SC

Screen / compound no.	73	74	75	76	77	78	79	80
ARNT-TACC3 inh	0	-3	-8	-5	-9	1	-13	24
INS-1E GSIS act	24	-23	29	7	-3	4	8	29

81	Cc1cc(NC(=O)CSc2nnc(-c3ccco3)n2Cc2ccco2)no1
82	N#CN=C1SCCS1
83	COc1ccc(OC)c(NC(=O)CC(Cc2ccccc2OC)C(=O)O)c1 (stereo not drawn)
84	CCCS(=O)(=O)C(=C(Nc1ccc(OC)cc1)Nc1ccc(OC)cc1)S(=O)(=O)CCC
85	Cc1ccc(-c2csc(-c3c[nH]c4ccccc34)n2)c(C)c1
86	O=C(O)c1cccn1Cc1ccccc1F
87	COc1ccc(-c2ccnc(-c3ccc(OCCCF)cc3)n2)cc1
88	C=CC[n+]1c(-c2ccc(OC)c(OC)c2)csc1NNC(=O)Nc1ccccc1

Screen / compound no.	81	82	83	84	85	86	87	88
ARNT-TACC3 inh	4	-10	-2	-3	2	-13	-22	3
INS-1E GSIS act	12	0	-1	-5	20	38	-23	-30

Compound profiles (already shown). Screens in order: ARNT-TACC3 inh	INS-1E GSIS act
COc1ccc(-c2ccnc(-c3ccc(OCCCF)cc3)n2)cc1 is listed with -22	-23
Cc1ccc(-c2csc(-c3c[nH]c4ccccc34)n2)c(C)c1 is listed with 2	20
COc1ccc(OC)c(NC(=O)CC(Cc2ccccc2OC)C(=O)O)c1 (stereo not drawn) is listed with -2	-1
Cc1cc(NC(=O)CSc2nnc(-c3ccco3)n2Cc2ccco2)no1 is listed with 4	12

The list goes on:
89	COC(=O)c1cc(NS(=O)(=O)c2ccc(NCc3cccnc3)c([N+](=O)[O-])c2)cc(C(=O)OC)c1
90	Cc1ccc2[nH]c(=O)c(N3CCOCC3)c(-c3ccccc3)c2c1
91	Cc1cccc(NC2=NC3(CCCCC3)N=C(N)N2)c1C
92	O=C(NC1(C(F)(F)F)NC(=O)N(C2CCCC2)C1=O)C1CC1 (stereo not drawn)
93	CCC(C)(C(=O)NC1CCCC1)N(Cc1cccs1)C(=O)c1ccc2c(c1)OCO2 (stereo not drawn)
94	C1CCN(Cc2nnnn2C2CCCC2)CC1
95	O=C(NCc1ccco1)c1ccc2c(=O)n(-c3ccccc3)c(=S)[nH]c2c1
96	CCCCc1nnc(NC(=O)C(C)Sc2nc(C)cc(=O)[nH]2)s1 (stereo not drawn)
97	CC1Cc2ccccc2N1C(=O)c1cnc2ccccn2c1=O (stereo not drawn)
98	CCOC(=O)c1c(NC(=O)Nc2ccccc2)sc(C)c1C
99	CCOC(=O)Cc1csc(NC(=O)c2cc3c(s2)CCCC3)n1

Screen / compound no.	89	90	91	92	93	94	95	96	97	98	99
ARNT-TACC3 inh	-4	0	-44	-3	-6	-3	6	-1	5	5	8
INS-1E GSIS act	12	7	8	17	10	9	33	1	12	19	-10

Assay outcomes deposited in PubChem by Broad Institute.

Some of the compounds tested. The share of hits here may be higher or lower than overall.
